# Screening data (PubChem BioAssay)
# TSG101-PTAP inh: qHTS Assay for Iinhibitors of HIV-1 Budding by Blocking the Interaction of PTAP/TSG101; Fluorescence polarization, FITC-PTAP peptide / Tsg101 binding; Potency, µM (titrated, usually from 115 µM), for the others: at the top dose activity change, negative = inhibition, usual class: inhibitors; 340,000 tested, under 10 active; AID 493005, 2010; active means well fitted inhibition curve with a large enough effect in the main read-out, with a control signal flat, not every such curve was filed as active; inconclusive means small, poorly fitted or top-dose-only effect, or effect the other way, or a change in a side signal; inactive means no such curve, though single readings can be large or run the other way; further: potency means the concentration at half of the fitted maximal effect; % of control where 0% means no effect
# Target sequence (Q99816 whole entry, looked up): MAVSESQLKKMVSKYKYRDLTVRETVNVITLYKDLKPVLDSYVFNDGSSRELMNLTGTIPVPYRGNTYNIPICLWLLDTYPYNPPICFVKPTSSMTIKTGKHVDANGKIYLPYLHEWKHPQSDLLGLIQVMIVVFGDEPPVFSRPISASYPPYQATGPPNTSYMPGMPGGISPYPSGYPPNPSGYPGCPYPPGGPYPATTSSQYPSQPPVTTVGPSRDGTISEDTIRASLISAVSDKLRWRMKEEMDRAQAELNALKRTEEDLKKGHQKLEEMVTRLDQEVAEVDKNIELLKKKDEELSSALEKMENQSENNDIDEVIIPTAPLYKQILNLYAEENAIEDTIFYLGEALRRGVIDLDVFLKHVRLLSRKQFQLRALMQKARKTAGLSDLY
#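 Compounds were pin-transferred onto Tsg101 binding domain (10 uM final) in HEPES pH 7.5 buffer, then FITC-PTAP peptide was added at 50 nM final. After 20 min at RT, polarization reported peptide displacement across a qHTS concentration series.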
# Mito fusion yeast: qHTS Assay for Small Molecule Inhibitors of Mitochondrial Division or Activators of Mitochondrial Fusion; Potency, µM (doses to about 46.1 µM), without a hit: at the highest dose growth rescue (activation), actives largely listed as activators; S. cerevisiae fusion-defective mutant growth rescue, CellTiterGlo 48 h; actives 0.23% (n = 320,000); AID 485298, 2010;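 further: potency means the concentration at half of the fitted maximal effect; % of control where 0% means no effect; nearly all actives have a fitted effect of over 45% in size; temperature-sensitive fusion mutants such as fzo1-1 at 37 °C on non-fermentable ethanol glycerol medium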
#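 Yeast fusion mutant, YPEG (non-fermentable carbon), compound, 48 h at 37C non-permissive; CellTiterGlo added, 10 min RT, luminescence read. Rescued growth = division inhibition.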
# uPA generation: qHTS for Inhibitors of Cell Surface uPA Generation; AID 540303, 2011; actives 0.31% (n = 330,000); Potency, µM (doses to about 38.3 µM), inactives show top-dose activity change, negative = inhibition, hits mostly inhibitors; cell surface uPA generation assay, qHTS; active means well fitted inhibition curve with a large enough effect; inconclusive means small, poorly fitted or top-dose-only effect; inactive means no such curve, though single readings can be large or run the other way; tested in mouse RAW 264.7 cells; further: potency means the concentration at half of the fitted maximal effect; on the % scale 0 is the no-effect control and ±100 the full control effect; nearly all actives have a fitted effect of over 55% in size
# Tb PFK block: qHTS Assay to Find Inhibitors of T. brucei phosphofructokinase; ATP-dependent 6-phosphofructokinase (Trypanosoma brucei brucei), O15648; T. brucei PFK, ADP-Glo luminescence; Potency, µM (doses to about 57.5 µM), inactives show at the highest dose activity, negative = inhibition, actives largely listed as inhibitors; actives 0.17% (n = 330,000);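 further: potency means the concentration at half of the fitted maximal effect; 0% = uninhibited 1x PFK enzyme wells and -100% = no-enzyme wells; nearly all actives have a fitted effect of over 60% in size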
#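 PFK 1.25 nM, F6P 0.5 mM, ATP 0.1 mM, 0.1 M TEA pH 8.0, 5 mM MgCl2, 0.01% Tween20, 0.1% BSA; 45 min RT. ADP-Glo readout. qHTS titration up to 57 uM; curves fitted, compounds curve-classed.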
# TSHR antag: Antagonists of the Thyroid Stimulating Hormone Receptor: HTS campaign; Thyrotropin receptor (Homo sapiens), P16473; actives 0.2% (n = 330,000); activity change, negative = inhibition, % at 11.5 µM; TSHR-expressing cells, TSH-stimulated cAMP HTRF, 2 h; active compounds read low;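 active means activity change below a set negative limit, meaning inhibition stronger than a set level, cut at about -70% in these data; inconclusive means activity change between two set negative limits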; further: on the % scale 0 is the no-effect control and ±100 the full control effect
#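 TSHR-expressing cells were treated with compounds, then stimulated with TSH at EC80 (4nM final) for 2 hours at 37 deg C. Cellular cAMP was measured by HTRF competition between lysate cAMP and cAMP-d2 for a cryptate-labelled anti-cAMP antibody.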
# Eya2 phos inh: qHTS Assay for Inhibitors of the Phosphatase Activity of Eya2 | Protein phosphatase EYA2 (Homo sapiens), O00167 | recombinant Eya2, OMFP fluorescence dephosphorylation (OMFP is methylfluorescein phosphate) | Potency, µM (doses to about 76.9 µM), without a hit: at the highest dose activity, negative = inhibition, hits mostly inhibitors | actives 0.006% (n = 330,000) | AID 488837, 2010; further: potency means the concentration at half of the fitted maximal effect; on the % scale 0 is the no-effect control and ±100 the full control effect
# Target sequence (O00167 whole entry, looked up): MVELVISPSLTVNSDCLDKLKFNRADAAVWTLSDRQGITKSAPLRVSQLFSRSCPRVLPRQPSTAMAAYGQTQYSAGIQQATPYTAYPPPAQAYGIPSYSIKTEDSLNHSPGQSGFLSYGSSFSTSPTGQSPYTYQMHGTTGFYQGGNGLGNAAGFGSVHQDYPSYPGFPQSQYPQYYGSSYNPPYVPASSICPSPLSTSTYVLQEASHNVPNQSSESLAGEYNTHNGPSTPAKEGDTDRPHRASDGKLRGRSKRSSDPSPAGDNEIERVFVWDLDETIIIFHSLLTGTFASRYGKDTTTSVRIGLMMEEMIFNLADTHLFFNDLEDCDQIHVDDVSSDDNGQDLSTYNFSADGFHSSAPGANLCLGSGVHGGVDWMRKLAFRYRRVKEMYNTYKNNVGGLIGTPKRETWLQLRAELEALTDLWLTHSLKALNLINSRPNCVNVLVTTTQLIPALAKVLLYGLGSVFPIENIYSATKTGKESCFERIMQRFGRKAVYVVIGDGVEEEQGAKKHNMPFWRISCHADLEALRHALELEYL
#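 Eya2 protein (added as 0.2 uM solution) was preincubated with compound for 10 min at ambient temperature in 50 mM HEPES pH 7.5, 50 mM NaCl, 5 uM MgCl2, 0.05% BSA, 1 mM DTT. OMFP (added at 50 uM) then reacted 10 min; fluorescence read at 485/525 nm.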
# USP2a block: qHTS Assay for Inhibitors of Ubiquitin-specific Protease USP2a Using CHOP2 as the Reporter. Ubiquitin carboxyl-terminal hydrolase 2 (Homo sapiens), O75604. USP2 core, Ub-CHOP2 coupled fluorogenic reporter, 485/531. Potency, µM (titrated, usually from 38.3 µM), for inactives: top-dose activity change, negative = inhibition, usual class: inhibitors. actives 0.01% (n = 330,000). AID 463254, 2010;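 further: potency means the concentration at half of the fitted maximal effect; plate controls were DMSO wells for no effect and full inhibition by NEM control for full effect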
#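 Cell-free coupled assay: 10nM USP2 core preincubated 30min RT with compound in Tris-HCl pH 8.0/CaCl2/CHAPS buffer, then 25nM Ub-CHOP2 and 25nM reporter substrate; fluorescence (Ex 485/Em 531) read after 60min RT, normalized to NEM inhibition, concentration-response curves fitted.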
# Chronic BCR inh: qHTS Assay to Find Inhibitors of Chronic Active B-Cell Receptor Signaling; ABC-DLBCL IkBa-CBG/CBR reporter, luminescence ratio, 4 h; Potency, µM (series often up to 46.1 µM), for the others: top-dose ratio change, negative = lower green/red ratio, hits mostly inhibitors; actives 0.05% (n = 340,000); AID 493014, 2011; active means well fitted inhibition curve with a large enough effect in the signal ratio, with a control signal flat, not every such curve was filed as active; inconclusive means small, poorly fitted or top-dose-only effect, or effect the other way, or a change in a side signal; the % refers to the signal ratio;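 further: potency means the concentration at half of the fitted maximal effect; plate controls were basal doxycycline-induced cells for no effect and cells given 10 µM MG132 for full effect; MG132 reads +100%, hits lower the ratio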
#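 TMD8 ABC-DLBCL cells carrying doxycycline-inducible green luciferase fused to IkappaBalpha plus unfused red luciferase were exposed to compounds (up to 46 uM) for 4 hrs at 37C. Activity came from the overlap-corrected green/red luminescence ratio.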
# ELG1 DNA repair: qHTS screen for small molecules that inhibit ELG1-dependent DNA repair in human embryonic kidney (HEK293T) cells expressing luciferase-tagged ELG1; HEK293T ELG1-luciferase reporter, luminescence, 16 h; DNA damage induced by 5-fluorouridine; Potency, µM (series often up to 46.1 µM), inactives show at the top dose activity change, negative = inhibition, actives largely listed as inhibitors; actives 2.3% (n = 330,000); further: potency means the concentration at half of the fitted maximal effect; on the % scale 0 is the no-effect control and ±100 the full control effect; nearly all actives have a fitted effect of over 55% in size
#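 Luminescence from the luciferase reporter, measured 30 min after ONE-Glo reagent at room temperature, was the read-out. Beforehand, 2,000 cells per well were exposed for 16 hr at 37 °C to 5-fluorouridine together with compound or vehicle.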
# TCR activator: Activators of T cell receptors: qHTS campaign; AID 504894, 2011; Potency, µM (titrated, usually from 9.22 µM), for inactives: at the highest dose activation of IL-2 secretion, actives largely listed as activators; 330,000 tested, under 10 active; primary human leukocytes, anti-CD3, IL-2 HTRF, 48 h; further: % of control where 0% means no effect
#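 Compounds are tested in HTS on primary human leukocytes co-incubated with a-CD3 beads for 48 hr. IL-2 output is measured by time-resolved FRET.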
# B2AR arrestin: qHTS assay of beta-arrestin-biased ligands of beta2-adrenergic receptor; beta-arrestin recruitment to beta2AR, cell-based reporter; Potency, µM (top dose mostly 46.1 µM), for the others: at the highest dose activation, most hits filed as activators; actives 0.02% (n = 330,000);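 further: potency means the concentration at half of the fitted maximal effect; 0% = DMSO controls and full agonism = EC100 isoproterenol or metaproterenol; nearly all actives have a fitted effect of over 65% in size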
# An asterisk follows results filed as active; ? = inconclusive; . = not tested or not shown; [ ] = remark or other dose. Unless noted, the call rests on the fitted dose curve; in most records, active means well fitted curve in the direction sought with a large enough effect; inconclusive means small, poorly fitted or top-dose-only effect, or another doubt; inactive means no such curve, though single readings can be large; an effect the other way counts as inactive or inconclusive. Not all compounds are listed; rates above refer to the full screens.
SMILES	TSG101-PTAP inh	Mito fusion yeast	uPA generation	Tb PFK block	TSHR antag	Eya2 phos inh	USP2a block	Chronic BCR inh	ELG1 DNA repair	TCR activator	B2AR arrestin
O=C(C(=O)N1CCOCC1)c1cn(Cc2ccc(F)cc2)c2ccccc12	-6%	1%	-5%	3%	-5	3%	0%	4%	20%	2%	-0.1%
Cc1cccc(N2CCN(CCc3ccccc3)CC2)c1C	-7%	1%	5%	4%	43	2%	-1%	15%	11%	7%	-0.9%
CCOC(=O)CSCCOc1ccc(C=C2C(=O)NC(=O)NC2=O)cc1OC	-3%	-31%[inhibitor]	3%	11%	14	10%	10%	0%	-16%	1%	-0.1%
CC(=NCCC(c1ccccc1)c1ccccc1)c1c(O)n(C)c(=O)n(C)c1=O	-2%	12%	2%	-3%	3	-1%	2%	7%	?	2%[46.1 µM]	0.3%
CN(C)C(=O)Oc1ccc2c(c1)O/C(=C\c1cccc([N+](=O)[O-])c1)C2=O	-1%	-7%	8%	0%	10	-23%	3%	?	8%	4%	0.3%
CCOC(=O)C(NS(=O)(=O)c1ccc(C)cc1)(C(F)(F)F)P(=O)(OCC(C)C)OCC(C)C (stereo unspecified)	-7%	1%	-13%	-4%	2	-2%	0%	?	?	-5%[46.1 µM]	0.1%
C=CC[n+]1c(-c2ccc(C)cc2)csc1Nc1c(C)n(C)n(-c2ccccc2)c1=O	-4%	15%	3%	1%	-6	8%	-4%	1%	?	2%	0.4%
Cc1cc(C)c2sc(N(CCN(C)C)C(=O)c3c(F)cccc3F)nc2c1	-6%	12%	-2%	1%	-10	-14%	-8%	?	?	0%	0.0%
O=C(CN1CCCCC1)c1ccc(F)cc1	-3%	0%	-1%	1%	1	1%	0%	4%	16%	-6%	-0.9%
CN(N)N=Nc1nc2c([nH]1)c(=O)n(C)c(=O)n2C	-1%	-1%	-1%	1%	7	8%	0%	17%	-6%	3%	5.1%
CN(C)C1(CNC(=O)c2cc(S(=O)(=O)N3CCOCC3)c(Cl)cc2Cl)CCCCC1	-1%	3%	1%	9%	4	-10%	0%	?	10%	-3%	-0.3%
O=[N+]([O-])c1cc(F)c(N2CCCCCC2)cc1N1CCNCC1	-4%	-8%	-3%	-4%	-3	-1%	2%	1%	16%	-5%	-0.2%
Cc1nnc(SCc2nc3ccccc3c(=O)n2-c2ccccc2Cl)n1N	-3%	5%	-6%	-6%	-4	19%	1%	-2%	5%	-36%	-0.1%
C[C@]12CC[C@H](O)CC1C(=O)CC1C2CC[C@@]2(C)C1CC[C@@H]2O (stereo partly specified)	-3%	.	2%	-5%	13	-2%	1%	1%	10%	-1%	-1.0%
CC(=O)c1cn(Cc2ccccc2C#N)c2ccccc12	-1%	6%	-4%	2%	-24	-7%	1%	?	7%	0%	0.2%
CCOC(=O)c1cccc(NC2c3ccccc3C(=O)N2Cc2ccco2)c1 (stereo unspecified)	-13%	23%	-23%	-5%	-19	5%	-2%	9%	?	-1%	0.5%
CCOP(=O)(OCC)c1ccc(O)cc1	-8%	-5%	0%	-2%	23	-18%	0%	-16%	11%	-3%	-1.1%
CC1CCCC(C2(O)C(=O)Nc3ccccc32)C1=O (stereo unspecified)	-3%	-3%	-2%	4%	4	3%	0%	8%	0%	9%	-0.3%
O=C(N/N=C/c1c(O)n(CCc2ccccc2)c(=O)[nH]c1=O)c1ccncc1	2%	-1%	9%	0%	17	0%	4%	-6%	2%	-1%[46.1 µM]	-0.1%
O=C(O)Cn1cc(/C=C2\C(=O)NC(=O)N(Cc3ccco3)C2=O)c2ccccc21	-2%	4%	-12%	?	19	-2%	0%	1%	10%	5%	-0.3%
Cc1ccc(Cn2cc(C=O)c(-c3ccc(C)cc3)n2)cc1	1%	20%	2%	0%	5	-7%	2%	8%	?	2%[46.1 µM]	0.2%
O=C1C[C@@H](c2ccc(O)cc2)Oc2cc(O)cc(O)c21	-1%	-4%	1%	1%	-2	5%	1%	0%	21%	-2%	-0.7%
CC(C)CCn1c(=O)c(C(=O)Nc2ccccc2S(N)(=O)=O)c(O)c2ccccc21	-2%	4%	-9%	2%	-5	11%	1%	3%	1%	5%	-0.2%
CC(=NCc1cccnc1)c1c(O)n(-c2ccc(C)cc2)c(=O)[nH]c1=O	0%	0%	.	1%	10	1%	2%	4%	-1%	-14%	-0.5%
N/C(=N\[N+](=O)[O-])NCCCC(NC(=O)CNC(=O)c1ccccc1)C(=O)O (stereo unspecified)	1%	2%	6%	0%	3	7%	3%	4%	10%	3%	0.4%
O=C(c1cc(-c2cccnc2)nc2ccc(Cl)cc12)N1CCC2(CC1)OCCO2	-3%	-11%	4%	3%	2	5%	2%	1%	?	-3%	0.5%
CCCCn1nc(C)c(C(=O)O)c1Cl	-5%	2%	14%	-5%	-1	-3%	8%	2%	-1%	3%	0.4%
Cc1cc(C(=O)C[N+]23CCN(CC2)CC3)c(C)n1-c1ccc(Br)cc1	0%	-2%	3%	1%	7	-5%	3%	?	-9%	-9%	0.0%
O=C(/C=C/c1ccccc1)C1C(=O)c2ccccc2C1=O	-6%	14%	-10%	1%	-8	-12%	2%	?	?	-3%[46.1 µM]	-0.7%
CCC(C)N1C(=O)NC(=O)C2(Cc3cc(C)ccc3N(C)C2)C1=O (stereo unspecified)	-5%	1%	2%	3%	8	15%	3%	-1%	?	-4%	-0.8%
C=CCn1c(O)c(C(C)=NCC2CCCO2)c(=O)[nH]c1=O (stereo unspecified)	-2%	-4%	-1%	1%	0	6%	-2%	16%	-7%	2%	-0.3%
COc1ccc(CN2CCCC(C(=O)c3ccc(Cl)cc3)C2)c(O)c1 (stereo unspecified)	-4%	-9%	-2%	-3%	10	-8%	-2%	1%	-22%	-3%	-0.2%
Cc1ccc(OCC(=O)N2CCN(CC3CC4C=CC3C4)CC2)cc1 (stereo unspecified)	-1%	4%	11%	-1%	5	10%	0%	?	-12%	5%	0.1%
COc1ccc(Nc2nc(N)nc(CCl)n2)cc1	-3%	-9%	2.5µM*	1%	-1	5%	5%	?	?	3%	-0.6%
O=C1CN=C(c2ccc(Cl)cc2)c2oc3ccccc3c2N1	-2%	-3%	2%	0%	-9	?	1%	?	-3%	-1%	-0.3%
Cn1c(O)c(C(c2ccccn2)c2c(O)n(C)c(=S)n(C)c2=O)c(=O)n(C)c1=S	-2%	0%	-6%	-1%	3	-8%	-2%	0%	-5%	7%	0.3%
[2H]c1c([2H])c([2H])c(C(=O)c2sc(N3CCCCCC3)nc2-c2ccccc2)c([2H])c1[2H]	-2%	4%	4%	-3%	-6	-24%	-2%	13%	-8%	14%	-1.2%
CCC(C)n1c(O)c(C(c2ccccn2)c2c(O)n(C(C)CC)c(=S)[nH]c2=O)c(=O)[nH]c1=S (stereo unspecified)	-6%	1%	9%	-7%	0	-1%	1%	1%	8%	-19%	4.2%
COc1ccc(NC(=O)N2CCC3(CC2)OCCO3)cc1OC	2%	0%	-4%	0%	7	7%	3%	-1%	14%	19%	-0.1%
Cc1c(C)c2ccc(OCC(=O)N3CCC(C(=O)O)(c4ccccc4)CC3)c(C)c2oc1=O	-5%	-2%	-8%	3%	10	-18%	-1%	1%	-13%	-1%	-0.8%
COC(=O)C(O)(c1c(C)[nH]c2ccccc12)C(F)(F)F (stereo unspecified)	0%	-3%	8%	0%	-2	-3%	-1%	1%	-13%	-1%	-0.4%
